PPARg SRC-1 ag: PPARgamma agonists recruiting SRC-1 coactivator, primary screen, biochemical; Peroxisome proliferator-activated receptor gamma (Homo sapiens), P37231; PPARgamma-SRC-1 coactivator recruitment biochemical assay; activation, % at 8 µM; 200,000 tested, 0.41% active; AID 631, 2007; in the data active = activation above about 19%;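 note: 0% = DMSO and 100% = reference agonist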
Target sequence (P37231 whole entry, looked up): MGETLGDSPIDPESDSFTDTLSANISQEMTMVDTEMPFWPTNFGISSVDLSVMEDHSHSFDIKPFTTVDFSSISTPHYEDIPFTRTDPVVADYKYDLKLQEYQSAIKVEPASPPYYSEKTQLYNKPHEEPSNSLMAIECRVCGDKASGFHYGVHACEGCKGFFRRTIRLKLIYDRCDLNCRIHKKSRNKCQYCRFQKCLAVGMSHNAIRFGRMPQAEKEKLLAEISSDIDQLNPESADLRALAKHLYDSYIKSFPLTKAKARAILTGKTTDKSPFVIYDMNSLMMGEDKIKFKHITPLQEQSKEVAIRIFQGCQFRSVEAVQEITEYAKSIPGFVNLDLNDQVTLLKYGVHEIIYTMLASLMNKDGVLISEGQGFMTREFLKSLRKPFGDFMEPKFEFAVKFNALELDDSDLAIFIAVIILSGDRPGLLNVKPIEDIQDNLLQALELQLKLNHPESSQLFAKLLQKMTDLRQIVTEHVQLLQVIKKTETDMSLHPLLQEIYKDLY
ROMK primary: ROMK potassium channel modulators, primary screen, cell-based, thallium flux, MLSMR library; 130,000 tested, 2% active; AID 1918, 2009; Tet-inducible ROMK, thallium flux fluorescence; actives lie on both sides; B-score at 10 µM;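 active = signal ratio slope over the read window, or its plate-corrected B-score, at least 3 SD from the plate mean, either direction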;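 note: B-score of the F/F0 ratio slope over 7 to 12 s after thallium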
G6PDH counter: L. mesenteroides G6PDH inhibitors, counter-screen for G6PDH-coupled screening assays, biochemical, Leuconostoc mesenteroides enzyme | glucose-6-phosphate dehydrogenase [Leuconostoc mesenteroides] | Purified L. mesenteroides G6PDH, diaphorase/resazurin coupled fluorescence, 45 min | inhibition, % at 5 µM | 200,000 tested, 0.12% active | AID 1020, 2008; in the data active = inhibition above about 50%
PPARg SRC2 recr: agonists of PPARg-SRC-2 recruitment, primary screen, biochemical, HTS. Peroxisome proliferator-activated receptor gamma (Homo sapiens), P37231. activation, % at 8 µM. 200,000 tested, 0.34% active. PPARgamma LBD-SRC-2 recruitment; in the data active = activation above about 22%;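 note: 0% = vehicle and 100% = reference agonist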
PMI act: activators of human PMI, primary screen, biochemical, fluorescence intensity, near-Km mannose 6-phosphate. purified human PMI, coupled resazurin fluorescence, 20 min; stronger effect = higher value; 1 = vehicle control, 0 substrate-free wells. 190,000 tested, 0.005% active. activation factor at 20 µM. Mannose-6-phosphate isomerase (Homo sapiens), P34949;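 active = activation factor of 2 or more at 20 µM, relative to plate controls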
Target sequence (P34949 whole entry, looked up): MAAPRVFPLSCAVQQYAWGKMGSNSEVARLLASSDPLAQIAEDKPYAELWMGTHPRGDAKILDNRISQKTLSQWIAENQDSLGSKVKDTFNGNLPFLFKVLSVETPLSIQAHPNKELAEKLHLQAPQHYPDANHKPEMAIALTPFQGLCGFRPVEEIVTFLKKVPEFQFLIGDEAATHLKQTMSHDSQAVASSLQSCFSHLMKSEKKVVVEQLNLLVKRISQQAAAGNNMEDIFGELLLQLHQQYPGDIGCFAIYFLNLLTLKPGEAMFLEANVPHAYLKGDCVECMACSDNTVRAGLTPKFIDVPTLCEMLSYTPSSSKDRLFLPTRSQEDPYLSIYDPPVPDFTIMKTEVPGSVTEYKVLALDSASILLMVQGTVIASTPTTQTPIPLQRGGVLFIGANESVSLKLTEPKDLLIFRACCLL
S1P3 antag: S1P3 receptor antagonists, primary screen, cell-based; CHO S1P3 NFAT-BLA reporter, FRET fluorescence, antagonist mode; inhibition, % at 4.98 µM; 170,000 tested, 0.27% active;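 active = inhibition above the plate cutoff, the mean inhibition of test wells on that plate plus 3 SD, cut at about 28% in these data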;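 note: cells challenged with S1P at its EC80 of 0.8 µM; blue over green emission ratio from cleaved BLA substrate after 4 h stimulation; 0% = S1P-stimulated wells and 100% = unstimulated DMSO-only wells; some compounds past the cut are filed as inactive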
PMI act satM6P: human PMI activators, high substrate, primary screen, biochemical, fluorescence intensity, near-saturating mannose 6-phosphate; 190,000 tested, 0.34% active; coupled PMI enzyme assay, resazurin fluorescence, 20 min; stronger effect = higher value; 1 = untreated enzyme, 0 = substrate-free blank; activation factor at 20 µM; Mannose-6-phosphate isomerase (Homo sapiens), P34949;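 active = activation factor of 2 or more at 20 µM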
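Test system: Human PMI in coupled enzyme assay | Input: 15 ng/mL PMI | Medium: HEPES-buffered pH 7.4 with magnesium and detergent | Compound: One concentration, 20 µM, in 1% DMSO | Incubation: Enzyme reaction with compound 20 min at room temperature | Detection: Diaphorase-driven resazurin-to-resorufin fluorescence, excitation 544, emission 590 nm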
Diaph act CS: compounds boosting diaphorase resazurin reduction – biochemical, uHTS, resorufin fluorescence, counter-screen for diaphorase-coupled primary assays, primary screen. Diaphorase/resazurin coupled assay, 16 min; stronger effect = higher value; 1 = vehicle wells, 0 = NADH-free wells. activation factor at 20 µM. 190,000 tested, 0.005% active. AID 1229, 2008;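 active = diaphorase activity raised at least twofold by the compound at 20 µM; inactive = activation factor below 2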
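Material: Purified diaphorase enzyme from Clostridium kluyveri | Buffer or medium: 50 mM HEPES pH 7.4 with 4.542 mM MgCl2, 0.005% Tween 20 | Times: 16 min enzyme reaction, ambient temperature | Signal: Red resorufin fluorescence at 544/590 nm excitation/emission | Measure: Increased resorufin signal from activators or reducing compounds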
TR-FRET SRC-2 ct: TR-FRET signal artefacts, primary screen, artefact control for PPARgamma SRC-2 agonist project, biochemical | TR-FRET artefact counter-screen; stronger effect = higher value | TR-FRET ratio at 8 µM | 200,000 tested, 0.4% active; in the data active = TR-FRET ratio above about 2000; note: inactives centre near 1500
PPARg SRC3 recr: PPARgamma agonists recruiting SRC-3 coactivator, primary screen, biochemical; Peroxisome proliferator-activated receptor gamma (Homo sapiens), P37231; biochemical PPARgamma/SRC-3 coactivator recruitment assay; activation, % at 8 µM; 200,000 tested, 0.26% active; in the data active = activation above about 23%;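 note: 0% = DMSO and 100% = reference agonist; some compounds past the cut are filed as inactive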
Diaph inh CS: diaphorase inhibitors and chemical oxidizers, primary screen, counter-screen for diaphorase-coupled primary assays, biochemical, uHTS, resorufin fluorescence. diaphorase resazurin-to-resorufin fluorescence, NADH, 16 min; bacterial (C. kluyveri) enzyme, not human. inhibition, % at 20 µM. 190,000 tested, 0.69% active. AID 1217, 2008;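 active = primary screen inhibition at 20 µM above a set limit, cut at about 50% in these data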;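 note: plate controls were DMSO with full reaction for no effect and wells lacking NADH for full effect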
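controls = No-NADH positive control and DMSO neutral control | system = Clostridium kluyveri diaphorase enzyme | timing = reaction incubation of 16 min at room temperature | signal = resorufin fluorescence 544/590 nm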
The depositor's hits bear a star; . = not tested or not shown.

SMILES	PPARg SRC-1 ag	ROMK primary	G6PDH counter	PPARg SRC2 recr	PMI act	S1P3 antag	PMI act satM6P	Diaph act CS	TR-FRET SRC-2 ct	PPARg SRC3 recr	Diaph inh CS
Cc1nc2ccccc2nc1N1CCOCC1	-1.1	.	0.9	-3.7	0.9	.	1	0.9	1484	-1.7	7.8
NC(=O)C1CCN(c2cc(Cl)nc(N)n2)CC1	-0.3	0.986	11.8	-5.3	1	-17.2	1	1	1563	-2.6	-4.3
COc1ccc(-c2[nH]n(-c3ccc([N+](=O)[O-])cc3)c(=O)c2C=NCc2ccccc2)cc1	-3.1	-0.515	2.6	18.5	1	-2.9	1.1	1	1545	-3.4	3.5
O=C(CN1CCN(c2ccccc2)CC1)NC(=O)NCc1ccco1	-5.3	0.216	-5.1	-2.6	1.1	-5.5	1.1	1.1	1575	-0.4	-7.1
Cc1c(Br)c([N+](=O)[O-])nn1CC(=O)Nc1c(C)n(C)n(-c2ccccc2)c1=O	1.3	.	5.3	3.7	0.8	-10.3	0.9	0.9	1733	2.7	8.8
Cc1cc(N2CCN(C(c3ccccc3)c3ccccc3)CC2)n2ncnc2n1	0.6	1.54*	-1.1	2.6	0.8	-8.5	0.9	0.9	1303	1.1	13.8
CN(C)c1nc(N/N=C/c2c[nH]c3ccccc23)nc(N2CCOCC2)n1	0.9	-0.0341	-6.5	-1.0	1	8.7	1	0.8	1510	-1.8	20.7
Cc1c(C(=O)Nc2cccc(Cl)c2)c2ccccn2c1CCc1ccncc1	10.8	.	-28.2	16.5	1	-2.7	1	1	1636	6.3	4.0
COc1cccc(C(C(=O)NC(C)(C)C)N(CCC(C)C)C(=O)CCC(=O)Nc2cc(C)on2)c1OC (stereo not given)	8.1	-1.12	20.5	9.0	0.9	-2.4	0.9	0.9	1512	4.0	12.7
COCn1c(COc2ccccc2)nc2ccccc21	2.8	.	-19.7	4.1	1	16.3	0.9	0.9	1390	-2.3	12.1
O/N=C(/CCc1ccccc1)c1ccc2c(c1)OCCO2	12.3	-0.274	6.7	12.6	0.8	-8.2	0.9	0.8	1681	3.7	18.6
CCN(CC)S(=O)(=O)c1cc(NC(=O)COC(=O)CCC(=O)c2cccs2)ccc1C	5.3	-0.524	0.3	5.7	1	11.9	1	0.9	1621	-1.8	10.7
O=C(N/N=C/c1c[nH]c2ccccc12)c1cc(-c2ccccc2)n[nH]1	9.2	.	10.5	-3.7	1	10.1	1	0.8	1558	4.4	19.7
O=C(NCC1CCCO1)c1cccc(NC(=O)c2ccco2)c1 (stereo not given)	5.1	.	-2.4	2.8	0.9	20.1	0.9	0.9	1559	11.2	7.9
CCOc1cccc(/C(O)=C2/C(=O)C(=O)N(CCOC)C2c2ccco2)c1 (stereo not given)	6.4	.	3.2	-0.4	1	.	1.2	0.9	1581	5.4	11.9
CCCCNc1nc(-c2ccccc2)cc(C(F)(F)F)c1C(N)=O	4.6	-0.53	5.0	10.6	1	.	1	0.9	1580	3.1	6.4
COC(=O)C1C(c2ccccc2)NC(=O)NC1(O)C(F)(F)Cl (stereo not given)	1.1	0.0179	9.5	-2.7	0.9	-13.7	0.9	0.9	1611	-0.6	6.7
O=C(Nc1ccccc1)NC1CCN(Cc2ccccc2)CC1	4.5	0.563	11.0	6.4	0.9	-5.8	0.9	0.9	1637	-1.8	7.3
O=c1cc(CNCCCO)c2ccccc2[nH]1	-3.5	.	8.8	-2.1	1	-47.2	1	1.1	1524	0.2	-7.5
CCCn1c(CN2CCN(C)CC2)nc2ccccc21	2.6	-0.329	7.9	0.8	1	.	1	1	1539	3.5	-1.9
Cc1noc(C)c1COc1ccc(C(=O)NCCc2ccccn2)cc1	5.0	-0.0376	8.6	-3.8	1	-19.1	1	0.9	1452	4.1	8.6
O=C(OCc1nnc(-c2ccccc2)o1)c1cc(S(=O)(=O)N2CCOCC2)c(Cl)cc1Cl	5.7	0.0357	2.7	2.5	0.9	-41.4	1	0.8	1548	9.2	19.1
CNC(=O)CSc1nnc(C2CC2)n1-c1ccccc1	10.2	-2.93	1.8	-2.9	1.1	-1.8	1	0.8	1616	6.4	16.0
Nn1c(=O)c2ccccc2n2c(SCc3ccccc3)nnc12	-9.7	.	-1.0	5.5	0.8	2.9	0.9	0.9	1445	-4.4	13.0
CCSc1nnc(NC(=O)Cc2cccc(OC)c2)s1	-3.2	-0.074	-4.1	-1.4	0.9	.	1	0.9	1458	2.2	14.3
O=P(O)(O)COc1ccccc1P(=O)(c1ccccc1)c1ccccc1	2.4	1.22	0.2	-3.8	1	-19.8	1.1	1	1389	-0.6	1.0
COc1ccc(-c2nnc(NC(=O)C3=COCCO3)o2)cc1	6.0	0.0664	16.3	0.0	1	-8.4	1	1	1552	5.4	4.4
O=C(N1CCCC1)C12CC3CCC(CC(C3)C1)C2	5.0	-0.00959	10.3	0.1	0.9	2.1	0.9	1	1546	4.8	4.8
COC(=O)CN(c1cc(C(F)(F)F)ccc1Cl)S(C)(=O)=O	-1.5	0.182	-3.4	-10.6	1	-0.8	1	0.9	1562	-13.7	14.4
Cc1ccc(CCNC(=O)C2CCN(S(=O)(=O)c3cccc4nonc34)CC2)cc1	0.0	.	12.2	3.8	1.1	14.6	0.9	1	1560	-12.4	0.0
[O-]/[N+](=C\c1ccc(F)cc1)c1ccccc1	-2.4	0.0152	-5.1	10.0	0.9	.	0.9	0.8	1480	-1.3	19.6
CC1=C(C(=O)OCC2CCCO2)C(c2ccccc2)NC(=O)N1 (stereo not given)	2.4	-1.04	10.5	0.4	1.1	-15.9	0.9	0.9	1430	2.3	14.2
CC1CCN(S(=O)(=O)c2ccc(Cl)cc2Br)CC1	-7.9	.	-6.5	-0.2	1	13.8	1	1	1317	4.1	2.9
O=C(CSCc1ccccc1)Nc1ccc2c(c1)C(=O)NC2=O	8.7	.	-3.7	-1.9	1	-12.3	0.9	0.9	1915	5.2	8.9
Cc1ccc(C(=O)Nc2ncc(C)s2)o1	6.4	.	-1.3	2.0	1	.	1	0.9	1631	9.7	6.0
CCOC(=O)c1sc(NC(=O)CSc2n[nH]c(CC)n2)nc1C	0.5	-1.18	8.6	8.8	0.9	14.0	0.9	0.9	1731	5.0	13.5
CCCCSc1cnn(-c2ccccc2)c(=O)c1SCCCC	23.6*	-0.704	1.2	27.9*	0.9	.	0.9	0.8	1992*	44.7*	16.7
O=C(NCc1nnc(SCC(=O)N2CCC(Cc3ccccc3)CC2)o1)c1ccco1	5.0	-0.765	-1.0	0.7	1.1	-12.2	1	1.2	1344	-1.5	-22.1
O=C(NC1CCCCC1)C(c1cccnc1)N(C(=O)CCl)c1ccccc1Cl (stereo not given)	4.1	0	-14.3	6.3	1	-9.4	1.1	1	1850	4.8	0.0
CCOC(=O)N1CCN(C(=O)c2cccc(NC3=NC4CS(=O)(=O)CC4S3)c2)CC1 (stereo not given)	5.5	.	-4.2	-1.9	0.9	-20.0	0.9	0.8	1510	4.3	19.2
Cc1ccc(C(=O)N2CCN(c3ccc(Cl)cc3)CC2)cc1	-4.5	-2.46	-4.6	-2.3	0.9	-0.7	0.9	0.9	1322	-1.3	14.5
O=C(COC(=O)C1CCC(=O)N1)Nc1ccc(Br)cc1 (stereo not given)	8.3	.	-5.0	6.2	1	-2.1	1	0.9	1602	-0.7	7.9
CC1(C)COC(c2cccn2Cc2ccc(F)cc2Cl)=N1	-2.9	.	-1.6	10.9	0.9	.	1	0.9	1549	8.9	13.5
CC1CN(C(=O)Nc2cccc(C(F)(F)F)c2)CC(C)O1 (stereo not given)	-1.5	0.334	-0.5	-3.1	1	-17.1	1	0.9	1479	-4.5	13.0
Cn1cnc([N+](=O)[O-])c1S(=O)(=O)c1cccc(Cl)c1	9.9	-2.48	4.2	6.6	1.1	-10.6	1.1	0.9	1670	1.3	8.4
Cc1ccc(CNCC(O)(c2ccccc2)c2ccc(F)cc2)cc1 (stereo not given)	-3.3	.	12.7	2.1	0.9	.	0.9	1	1443	-1.8	-2.1
CCC(c1nnnn1CCOC)N1CCN(Cc2ccccc2OC)CC1 (stereo not given)	4.2	.	4.9	7.6	1.1	1.4	1.1	0.9	1687	-4.0	7.9
O=CC1=C(N2CCOCC2)/C(=C\c2ccccc2)CC1	2.7	-0.58	-8.1	7.1	1.2	-18.5	1	1.1	1668	4.9	-7.8
Cc1ccc(CNC(=O)Cn2c(=O)n(-c3ccccc3)c(=O)c3sccc32)cc1	8.1	-0.763	-6.6	-3.3	1.2	-19.9	1.1	1.1	1574	-1.8	-10.5

Copied from the list:
In G6PDH counter, Cc1ccc(CNC(=O)Cn2c(=O)n(-c3ccccc3)c(=O)c3sccc32)cc1 is entered as -6.6
In TR-FRET SRC-2 ct, CCC(c1nnnn1CCOC)N1CCN(Cc2ccccc2OC)CC1 (stereo not given) is entered as 1687
In Diaph act CS, CC1CN(C(=O)Nc2cccc(C(F)(F)F)c2)CC(C)O1 (stereo not given) is entered as 0.9
In S1P3 antag, O=C(COC(=O)C1CCC(=O)N1)Nc1ccc(Br)cc1 (stereo not given) is entered as -2.1
In PPARg SRC3 recr, CC1(C)COC(c2cccn2Cc2ccc(F)cc2Cl)=N1 is entered as 8.9
In PPARg SRC2 recr, Cc1ccc(C(=O)N2CCN(c3ccc(Cl)cc3)CC2)cc1 is entered as -2.3

Marked active in ROMK primary, of those listed so far:
Compound	ROMK primary	PMI act	S1P3 antag	PMI act satM6P
Cc1cc(N2CCN(C(c3ccccc3)c3ccccc3)CC2)n2ncnc2n1	1.54*	0.8	-8.5	0.9

Assay outcomes (PubChem)

Compounds were not picked by outcome; 3.3% or so of the library scored in one or more.
